Screens (PubChem BioAssay)
TbPYK inhibitor: qHTS of Trypanosoma Brucei Inhibitors | pyruvate kinase (Trypanosoma brucei), Q57TT1 | TbPYK enzyme, Kinase-Glo Plus ATP luminescence, 45 min | Potency, µM (series often up to 76.8 µM), without a hit: at the highest dose activity, negative = inhibition, most hits filed as inhibitors | 410,000 tested, 0.12% active; active = well fitted inhibition curve with a large enough effect; inconclusive = small, poorly fitted or top-dose-only effect; also: nearly all actives have a fitted effect of over 50% in size
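Readout: single end-point luminescence (Kinase-Glo Plus, 10 min). Reaction conditions were TbPYK/substrate plus 130 uM ADP, 45 min at RT, pH 7.2 TEA buffer. No-enzyme wells served as controls, and data were normalized before concentration-response fitting.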
The depositor's hits bear a star; ? = inconclusive; [ ] = remark or other dose. % is scaled to controls: 0 for no effect and ±100 for the full control effect; potency is read from the fitted curve at half-maximal effect. Only part of the results is shown. The share of hits here may be higher or lower than overall.

SMILES	TbPYK inhibitor
Cc1ccc(NC(=O)CSc2cn(CC(=O)N3CCCC3)c3ccccc23)cc1Cl	-13.8%
COc1ccc(OC)c(CCNc2nc3cc(OC)c(OC)cc3c3nc(-c4cccnc4)nn23)c1	1.8%
COc1ccc(N2CCN(C(=O)CCc3c(C)nc4cc(-c5ccc(Cl)cc5)nn4c3C)CC2)cc1	0.5%
Cc1ccc(NC(=O)CN2C(=O)C(c3ccc(F)cc3)=NC23CCCCC3)c(C)c1	4.6%
O=C(CSc1nc2ccccc2n1Cc1ccc(F)cc1)N1CCN(c2ccc(F)cc2)CC1	1.3%
COCCCC1CCN(C(=O)C2CCC(=O)N(CCCc3ccccc3)C2)CC1 (stereo unspecified)	-1.7%
Cc1cccc2c1-c1sc(C(=O)N(C)c3cccc(Cl)c3)cc1CO2	2.3%
Cc1cccc(NC(=O)c2ccc3snnc3c2)c1	2.2%
Cc1cc(Nc2cc(Cl)ccc2C)n2nc(Cc3ccccc3)nc2n1	-4.2%
CCC(=O)N(c1nnc(SCC(=O)Nc2sccc2C(N)=O)s1)C1CC1	-9.6%
Cc1cc(NC(=O)C2CCC(CNS(=O)(=O)c3ccc(Br)s3)CC2)ccc1Br (stereo unspecified)	-0.7%
COc1ccccc1-c1cnc2c(c1)C(=O)N([C@@H](C)CO)C[C@@H](C)[C@H](CN(C)C(=O)c1cccnc1)O2	?
Cc1cc(C)n2nc(CNC(=O)c3ccc(Cl)cc3)nc2n1	0.6%
O=[N+]([O-])c1cc(-c2nc(-c3ccccc3)no2)ccc1NCCc1ccccc1	0.9%
Cc1ccc(-c2nc3c4ccccc4ccn3c2Cc2ccsc2)cc1	1.6%
Cc1cccc(-c2nc3c4ccccc4nc(N4CCN(c5ccccc5F)CC4)n3n2)c1	6.2%
CCN(CC)CCN1CCN(c2cncc(-c3cccc(N)c3)n2)CC1	-0.5%
CCN(CCCNC(=O)c1nn(-c2ccc(OC)cc2)c(=O)c2c1c1ccccc1n2C)c1cccc(C)c1	2.0%
CN(Cc1ccccc1)C(c1cc2ccccc2o1)c1nnnn1C(C)(C)C (stereo unspecified)	-0.1%
CCOc1ccc(-c2c(C)nn3c(C)c(C(=O)NCc4cccc(OC)c4)cnc23)cc1OCC	-5.7%
COc1cccc(C(=O)N2CCCCC2CCN2CCCCC2)c1 (stereo unspecified)	1.3%
COc1cc(OC)cc(-c2noc(-c3csc([C@H]4C[C@H](O)[C@@H](CO)O4)n3)n2)c1	-0.3%
CN(C)c1ccc(NC(=O)Cn2c(SCc3ccc(F)cc3)nc3cccnc32)cc1	2.5%
N#Cc1c[nH]n2c(NC3CCCC3)c(-c3cccc(Cl)c3)nc12	6.7%
C[C@@H]1CN([C@H](C)CO)C(=O)CCCn2cc(nn2)CO[C@H]1CN(C)C(=O)Oc1cccc2ccccc12	2.8%
CC(=O)c1cccc(NC(=O)C2Cc3c(-c4ccccc4)ccnc3O2)c1 (stereo unspecified)	-7.3%
Cc1ncc(CO)c2c1Oc1nc(-c3ccc(Cl)cc3)nc(SCC(=O)N3CCCCC3)c1C2	-9.2%
O=C(O)c1cccc(-c2csc(C(O)c3ccc(F)c(F)c3)n2)c1 (stereo unspecified)	1.6%
CCOc1ccc(C(=O)Nc2ccc3oc(-c4ccncc4)nc3c2)cc1	-6.1%
CCC1CCCCN1C(=O)c1sc(-n2nc(C)c(Cc3ccccc3)c2C)nc1C (stereo unspecified)	-3.5%

Five entries from above, comma-delimited.
smiles,TbPYK inhibitor
CN(C)c1ccc(NC(=O)Cn2c(SCc3ccc(F)cc3)nc3cccnc32)cc1,2.5%
C[C@@H]1CN([C@H](C)CO)C(=O)CCCn2cc(nn2)CO[C@H]1CN(C)C(=O)Oc1cccc2ccccc12,2.8%
Cc1cccc(-c2nc3c4ccccc4nc(N4CCN(c5ccccc5F)CC4)n3n2)c1,6.2%
CN(Cc1ccccc1)C(c1cc2ccccc2o1)c1nnnn1C(C)(C)C (stereo unspecified),-0.1%
Cc1cc(NC(=O)C2CCC(CNS(=O)(=O)c3ccc(Br)s3)CC2)ccc1Br (stereo unspecified),-0.7%

New compounds follow.
SMILES	TbPYK inhibitor
COc1cccc(C(c2c(O)cc(C)n(Cc3ccco3)c2=O)N2CCN(c3ccccc3)CC2)c1 (stereo unspecified)	-12.1%
COc1cc(S(=O)(=O)NCCc2c(C)[nH]c3ccccc23)c(C)cc1C	-0.1%
CC1CCCCN1C(=O)CSc1c2c(nc3cc(Cl)ccc13)CCCC2 (stereo unspecified)	3.5%
CCC(Sc1nc(-c2ccc(F)cc2)nc2c1Cc1c(CO)cnc(C)c1O2)C(=O)Nc1ccc(F)cc1 (stereo unspecified)	2.5%
CCc1ccccc1N1C(=O)N(Cc2ccccc2C)c2ccccc2S1(=O)=O	0.2%
O=S(=O)(c1ccccc1)c1nc(-c2ccc(F)cc2)oc1N1CCCCCC1	-3.0%
N#CCCN(Cc1cccnc1)CN1C(=O)c2ccccc2C1=O	-6.0%
CCc1ccc(NC(=O)CC2C(=O)N(c3ccc(Cl)cc3)C(=O)N2Cc2ccco2)cc1 (stereo unspecified)	-1.0%
COc1cc(-c2ccc(N3C(c4ccsc4)=Cc4ccc(F)cc4C3c3c[nH]c4ccc(C#N)cc34)cc2)cc(OC)c1OC (stereo unspecified)	-0.2%
Cc1cccc(NC(=O)CSc2ccc(-c3sc(-c4ccccc4)nc3C)nn2)c1C	-1.3%
O=C(Nc1ccc(OCc2cc(=O)n3ccsc3n2)cc1)c1ccc(F)cc1	-4.8%
CCN(CC)C(=O)C1CCN(S(=O)(=O)c2c(C)noc2/C=C/c2cccc(OC)c2)CC1	-1.6%[15.4 µM]
COc1cccc2c1Oc1ncccc1N(c1ccc(C(=O)NCc3ccccc3Cl)s1)C2	1.4%
Cn1nc(C(C)(C)C)cc1N1C(=O)CCC1(C)C(=O)Nc1ccc2ccccc2c1 (stereo unspecified)	-9.6%
COc1ccc(Cl)cc1CNCCSc1nnnn1C	4.7%
Cc1ccc(S(=O)(=O)NCc2ccc(C(=O)NCCc3cccc(C)c3)cc2)cc1	0.0%
O=C(c1cccs1)c1cn(CCOc2ccccc2Cl)c2ccccc12	-1.6%
O=C(NCc1cccs1)c1csc(COCCO)n1	-9.0%
COCCCn1cc(CN2CC(N3CCSCC3)CS2(=O)=O)nn1 (stereo unspecified)	-12.7%
O=C(NC(c1ccc(Cl)cc1)c1cccnc1)C1CCN(CCOc2ccc(Cl)cc2Cl)CC1 (stereo unspecified)	-4.5%
COc1ccc(Cn2c(SCc3ccc(C(=O)NC4CCCCC4)cc3)nc3ccncc32)cc1	-6.0%
Cc1ccc(S(=O)(=O)NC(=O)C2(C)CCN2C(=O)Cc2ccc(-c3ccccc3)cc2)cc1 (stereo unspecified)	2.2%
CCc1nc2ccc(C(=O)NCCN3CCOCC3)cn2c1N(C)Cc1ccc(OC)cc1	3.5%
CC(=O)OC1CCC2(C)C(=CCC3C2CCC2(C)C(C(C)=O)CCC32)C1 (stereo unspecified)	2.2%
CCc1ccc(NC(=O)c2ccc(Cn3nc(N4CCN(c5ccccc5)CC4)ccc3=O)o2)cc1	-3.5%
CNc1cncc(-c2cccc(NS(C)(=O)=O)c2)n1	-1.0%
CCc1nc2ccc(C(=O)N(C)CCCN(C)C)cn2c1N(C)Cc1cc2ccccc2s1	-0.7%
COc1cc2c(c(OC)c1OC)-c1ccc(NCc3ccccc3)c(=O)cc1C(NC(C)=O)CC2 (stereo unspecified)	-11.2%
COC(=O)c1c(-c2ccccc2)oc2c1C(OCCO)CCC2 (stereo unspecified)	3.0%
COc1ccccc1NC(=O)C1=C(C)Nc2nc(SCc3ccccc3F)nn2C1c1cccnc1 (stereo unspecified)	-1.3%
CCOc1ccccc1NC(=O)c1cnc(N2CCOCC2)c2ccccc12	-2.1%
CCN(CC)c1cc2c(cc1F)c(=O)c(S(=O)(=O)c1ccc(OC)cc1)cn2Cc1ccccc1	2.2%
CCOc1cccc(C(=O)N(Cc2ccc(C)o2)C2CCS(=O)(=O)C2)c1 (stereo unspecified)	-3.4%
CCCn1c(=N)c(C(=O)NC(C)c2ccccc2)cc2c(=O)n3ccccc3nc21 (stereo unspecified)	-4.8%
CCC(C(=O)Nc1ccc(C(C)=O)cc1)n1cnc2nc3c(cc2c1=O)CCCC3 (stereo unspecified)	7.7%
NNc1cc2c(nn1)CCN(C(=O)c1ccccc1)C2	2.1%
CC1(C(=O)NCc2ccncc2)Cc2c(-c3cccc(C(F)(F)F)c3)ccnc2O1 (stereo unspecified)	-3.0%
Cc1ccc(CCNC(=O)CCCn2c(=O)c3cccn3c3ccc(F)cc32)cc1	-4.5%
CC(C)CN1CC[C@@]2(CCCN(C(=O)c3ccncc3)C2)C1	1.9%
Cc1cnc(C(=O)N(CCCn2ccnc2)C2C(=O)Nc3ccccc3N=C2c2ccccc2)cn1 (stereo unspecified)	2.4%
Cc1cc(=O)n2nc(N3CCC(C(=O)Nc4ccc(Br)c(C)c4)CC3)sc2n1	-2.1%
CCNC(=O)C1CCCN(C(=O)C(c2ccccc2)c2ccccc2)CC1 (stereo unspecified)	7.8%
CCOc1ccc(CNC(=O)c2cc3c(=O)n(C)c4ccccc4c3s2)cc1	-2.8%
Cc1ccc(C(C)C)c(OCC(=O)NCC2(N3CCOCC3)CCCCC2)c1	-3.5%
COc1ccc(OC)c(-c2nc3c(C#N)c[nH]n3c2NC2CCCCC2)c1	-1.8%
CC1(C(=O)NS(=O)(=O)c2cccc(OC(F)F)c2)CCN1C(=O)c1ccco1 (stereo unspecified)	-1.6%
COc1ccc(-c2ccc(=O)n(CC(=O)Nc3ccc(C)cc3C)n2)cc1	1.2%
COc1ccc(-c2nc(C(=O)Nc3cccc(C(C)=O)c3)nn2-c2ccc(Cl)cc2)cc1	-6.8%
COc1ccc(Cn2c(C(=O)O)c(CNCCc3cc(OC)ccc3OC)c3ccc(C)cc32)cc1	2.8%
Cc1ccc(-c2noc(-c3ccc(NCc4ccco4)c([N+](=O)[O-])c3)n2)cc1	-0.4%
CCn1c(SCC(=O)N2CCCCC2)nc2c([nH]c3ccccc32)c1=O	-7.3%
CCCCNC(=O)c1cnn2c(C)c(Cc3c(C)cc(C)cc3C)c(C)nc12	2.6%
CCOC(=O)C1(C)CCCCN1C(=O)c1ccccc1OC (stereo unspecified)	-2.0%
CCc1cccc(NC(=O)CCc2nc3cccnc3n2-c2ccccc2)c1	-3.3%
O=C(Cc1ccc(Cl)cc1)Nc1ccc2oc(-c3ccccc3F)nc2c1	1.1%
Nc1ncnc2c1ncn2[C@@H]1O[C@H](C(=O)NCc2ccc3c(c2)OCO3)[C@@H](O)[C@H]1O	0.1%
COc1ccc(OC)c(CCNC(=O)c2cc3c(s2)-c2c(C)cccc2OC3)c1	0.0%
CC(=O)N1CCc2cc(S(=O)(=O)C(C)CC(=O)NCc3ccco3)ccc21 (stereo unspecified)	0.9%
Cc1cccc(-c2noc(-c3cccnc3NCc3ccco3)n2)c1	-3.6%
CNC(=O)C[C@H]1C(=O)N(c2ccc(Br)cc2)C[C@@H]1C	1.3%

Sorted by length of the SMILES (ascending): some entries from above.
SMILES	TbPYK inhibitor
Cc1cccc(-c2noc(-c3cccnc3NCc3ccco3)n2)c1	-3.6%
CCc1cccc(NC(=O)CCc2nc3cccnc3n2-c2ccccc2)c1	-3.3%
O=C(Cc1ccc(Cl)cc1)Nc1ccc2oc(-c3ccccc3F)nc2c1	1.1%
COc1ccc(-c2ccc(=O)n(CC(=O)Nc3ccc(C)cc3C)n2)cc1	1.2%

(listing goes on)
SMILES	TbPYK inhibitor
COc1ccccc1CNc1nc(-c2ccco2)nn1S(C)(=O)=O	1.5%
C[C@@H]1CN([C@H](C)CO)C(=O)CCCn2cc(nn2)CO[C@H]1CN(C)S(=O)(=O)c1ccc2c(c1)OCCCO2	1.5%
CC(CNC(=O)c1ccc2c(c1)nc1n2CCOC1)c1ccccc1 (stereo unspecified)	4.1%
Cc1ccc(S(=O)(=O)N2C[C@H]3[C@H]4C(=O)N(c5ccccc5)C(=O)[C@H]4CC(=O)[C@H]3[C@@H]2c2cccc3ccccc23)cc1	0.8%
COc1ccc2cc3cc(C(=O)N4CCN(c5cccc(C(F)(F)F)c5)CC4)sc3nc2c1	5.5%
CCOc1cccc(C(=O)Nc2ccc(-c3nc4cc(C)cc(C)c4o3)cc2)c1	1.9%
O=C(NC1CCCC1)c1ccc2c(=O)n(Cc3ccccc3)c(SCc3ccccc3F)nc2c1	1.4%
C[C@H](CO)N1C[C@H](C)[C@@H](CN(C)S(=O)(=O)c2ccccc2F)Oc2ncc(Br)cc2C1=O	3.0%
Nc1ccn([C@@H]2O[C@H](CNCC3=CCOc4ccc(O)cc43)[C@@H](O)[C@H]2O)c(=O)n1	-13.3%
O=C(NCC(F)(F)F)c1ccc2sc([C@@H]3O[C@H](CO)[C@H](O)[C@H](O)[C@H]3O)nc2c1	-8.4%
CCCCn1nnnc1C(c1ccccc1)N1CCN(c2ncccc2C(F)(F)F)CC1 (stereo unspecified)	-1.8%
Cc1ccc(-n2nc3c(=O)n(CC(=O)NCCC(C)C)nc(C)c3c2C)cc1	-1.5%[15.4 µM]
COc1cccc2c1cc1c(=O)n(CC(=O)NC3CC3)nc(C)n12	-8.3%
COc1ccc(-n2cc(-c3ccccc3)c3c(NCCc4ccc(OC)c(OC)c4)ncnc32)cc1	-1.2%
CCOc1ccc(NCc2cccn2-c2nnc(N3CCC(C(=O)NCCc4ccc(OC)c(OC)c4)CC3)s2)cc1	1.6%
COc1cc(C(=S)N2CCOCC2)cc(OC)c1OC(=O)c1ccccc1Cl	-9.6%
